# SMARCA2 act – activators of SMARCA2 function | MG213 cells, MMTV-luciferase reporter, dexamethasone, overnight | activation, % at 9.1 µM | 1% of 370,000 active; in the data active means activation above about 7.8%;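 further: 0% = vehicle wells and 100% = reference activator wells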
# hcDAF-12 act – activates DAF-12 receptor from parasite H. contortus | activation, % at 6.8 µM | HEK293 hcDAF-12 lit1-tk-luc reporter, luminescence; 0% DMSO, 100% Δ7-dafachronic acid | 1.4% of 370,000 active;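 active means activation above the mean of all tested compounds plus 3 SD, cut at about 5.5% in these data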;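 further: 100% = response to 3 µM Δ7-dafachronic acid high control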
# NR1D1 modulator – modulators of human Rev-erb alpha DNA binding; P20393; AID 1259318; Rev-erbα–FITC-DNA binding, fluorescence polarization, 90 min; activity, % at 10 µM; 0.79% of 370,000 active;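 active means activity above about 14%, limit read from the data; passing the limit was not always enough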;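 further: 0% = DMSO wells with 35 nM protein and 100% = DMSO wells with 750 nM protein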
# PLC-gamma1 inh – blocks human PLC-gamma1 enzyme activity | AID 720700 | P19174 | purified PLC-gamma1, fluorogenic substrate, fluorescence | 0.84% of 370,000 active | inhibition, % at 12.2 µM; in the data active means inhibition above about 9.5%
# PLCb3 inh – inhibitors of human phospholipase C beta3. inhibition, % at 12.2 µM. 0.18% of 370,000 active. Purified PLC-beta3, fluorogenic substrate, fluorescence. AID 720704. Q01970; in the data active means inhibition above about 11%;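 further: 0% = median of compound wells on plate and 100% = full blocker control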
# Target sequence (Q01970 whole entry, looked up): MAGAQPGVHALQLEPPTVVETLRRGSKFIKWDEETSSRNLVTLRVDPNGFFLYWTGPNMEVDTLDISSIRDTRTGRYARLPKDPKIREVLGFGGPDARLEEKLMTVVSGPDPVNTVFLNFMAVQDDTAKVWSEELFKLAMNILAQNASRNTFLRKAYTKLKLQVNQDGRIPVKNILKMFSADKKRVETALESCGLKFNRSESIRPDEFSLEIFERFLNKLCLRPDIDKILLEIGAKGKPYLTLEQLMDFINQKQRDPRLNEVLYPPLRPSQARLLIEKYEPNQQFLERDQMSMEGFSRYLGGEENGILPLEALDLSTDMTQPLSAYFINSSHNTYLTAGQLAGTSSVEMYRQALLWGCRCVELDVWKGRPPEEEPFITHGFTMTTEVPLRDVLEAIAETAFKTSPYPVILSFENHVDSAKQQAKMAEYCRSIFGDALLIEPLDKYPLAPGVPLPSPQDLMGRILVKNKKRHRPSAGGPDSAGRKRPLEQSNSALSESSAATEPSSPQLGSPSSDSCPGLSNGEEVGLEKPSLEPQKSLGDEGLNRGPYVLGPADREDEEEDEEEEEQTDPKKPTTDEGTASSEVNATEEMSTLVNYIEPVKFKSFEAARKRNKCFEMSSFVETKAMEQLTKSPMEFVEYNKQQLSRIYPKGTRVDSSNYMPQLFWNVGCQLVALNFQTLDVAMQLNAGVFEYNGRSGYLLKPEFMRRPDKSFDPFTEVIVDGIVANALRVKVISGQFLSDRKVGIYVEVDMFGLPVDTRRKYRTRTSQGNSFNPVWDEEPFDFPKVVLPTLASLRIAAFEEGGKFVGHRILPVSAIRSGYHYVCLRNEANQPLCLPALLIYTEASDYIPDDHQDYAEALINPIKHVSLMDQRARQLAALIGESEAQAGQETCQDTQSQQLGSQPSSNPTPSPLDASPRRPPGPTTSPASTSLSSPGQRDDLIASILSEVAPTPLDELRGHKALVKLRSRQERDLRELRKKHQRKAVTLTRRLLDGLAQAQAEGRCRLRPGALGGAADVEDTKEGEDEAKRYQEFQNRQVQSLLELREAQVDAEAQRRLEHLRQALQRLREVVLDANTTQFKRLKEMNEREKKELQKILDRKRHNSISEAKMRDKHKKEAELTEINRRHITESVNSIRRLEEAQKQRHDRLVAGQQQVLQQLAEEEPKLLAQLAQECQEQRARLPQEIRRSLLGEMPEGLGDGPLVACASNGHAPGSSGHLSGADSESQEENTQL
# MBD2 DNA inh – blocks human MBD2 binding to methylated DNA. Q9UBB5. inhibition, % at 4.4 µM. TR-FRET, MBD2 binding to methylated oligonucleotide. 0.31% of 370,000 active; in the data active means inhibition above about 13%
# ADAM17 inh – inhibits human ADAM17 | 0.83% of 370,000 active | inhibition, % at 6.95 µM | AID 720648 | recombinant ADAM17, EDANS/DABCYL FRET peptide cleavage;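 active means inhibition above the mean of compounds lying between control limits plus 3 SD, set per campaign, cut at about 8.5% in these data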;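 further: 0% = DMSO-only wells as the low control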
# DAX1 inh-1 – NR0B1 (DAX1) inhibition; P51843; HEK293 Gal4-DAX1 luciferase reporter, luminescence; inhibition, % at 6.75 µM; 0.99% of 340,000 active; AID 504766;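 active means inhibition above the mean over all tested compounds plus 3 SD, cut at about 4.2% in these data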;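 further: 0% = DAX1-transfected cells with DMSO and 100% = empty-vector control cells with DMSO; inhibition shows as a rise in luminescence from relieved DAX1 repression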
# ssDAF-12 act – activates DAF-12 receptor from parasite S. stercoralis | 1% of 370,000 active | AID 652126 | activation, % at 6.8 µM | HEK293 ssDAF-12/GRIP1 lit1-tk-luc reporter, luminescence; % of 3 µM dafachronic acid response;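 active means activation above the mean over all tested compounds plus 3 SD, cut at about 0.9% in these data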;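 further: 0% = DMSO-only wells and 100% = 3 µM delta7-dafachronic acid wells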
# DAX1 inh-2 – DAX1 (NR0B1) inhibition, primary screen; AID 652010; 1.1% of 370,000 active; HEK293T StAR-luciferase reporter, SF-1/DAX-1 repression relief; inhibition, % at 6.8 µM;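 active means inhibition above the mean over all tested compounds plus 3 SD, cut at about 3.6% in these data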;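 further: 0% = DAX-1 cells with DMSO and 100% = cells lacking DAX-1 with DMSO; higher inhibition means more luminescence from relief of DAX-1 repression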
# hgDAF12 agonist – agonists of H. glycines DAF-12 nuclear receptor; HEK293 GAL4-hgDAF12 UAS-luciferase reporter, agonist luminescence; normalized to butyrate control; activation, % at 6.8 µM; 1.8% of 370,000 active; AID 687014;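 active means activation above a cutoff set at the mean of all screened compounds plus 3 SD, cut at about 10% in these data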;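 further: 0% = DMSO wells and 100% = sodium butyrate wells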
# An asterisk follows results filed as active; · = no result given; & = joins results of further samples.
entry	Structure	SMARCA2 act	hcDAF-12 act	NR1D1 modulator	PLC-gamma1 inh	PLCb3 inh	MBD2 DNA inh	ADAM17 inh	DAX1 inh-1	ssDAF-12 act	DAX1 inh-2	hgDAF12 agonist
1	CCc1ccc(C(=O)NN(C(=O)c2ccc(CC)cc2)C(C)(C)C)cc1	-2	-2.2	-2	1	1	4	-4	-1.3	-1.4	-1.0	-2.1
2	CCN1CCN(Cc2ccc(NC(=O)c3ccc(C)c(NC(=O)c4ccno4)c3)cc2C(F)(F)F)CC1	-5&1	-0.9&-0.6	-3&7	0&4	-4&-2	6&-2	-5&2	-0.5&0.1	-1.2&-1.6	0.2&0.4	5.1&-1.5
3	O=C(Nn1c(SCc2cccc([N+](=O)[O-])c2)nc2ccccc2c1=O)c1ccccc1	-1	4.3	0	11*	4	-2	6	2.0	-0.5	3.4	13*
4	COc1ccc(OCCCN2CCCCCC2)cc1	-1	-0.2	1	0	3	-1	1	-1.3	-1.1	0.5	2.8
5	CC(NC(=O)c1ccncc1)c1ccccc1 (stereo unspecified)	-1	-0.6	1	-1	-3	-4	0	0.9	-0.9	0.7	-0.6
6	Cc1cc(=O)oc2c3c(cc(OCC(=O)Nc4cccnc4)c12)OC(C)(C)CC3	0	-0.3	5	-36	-40	-3	-44	-1.2	-1.1	0.0	4.8
7	O=C(Nc1ccccc1)n1ccc2ccc(-c3ccc4cc[nH]c4c3)cc21	1	0.6	4	-125	-166	1	-36	·	-1.7	-1.0	2.6
8	Cc1ccc(N(C(C)C(=O)Nc2cc(Cl)ccc2Oc2ccccc2)S(C)(=O)=O)cc1 (stereo unspecified)	-2	0.9	2	2	4	1	8	-0.7	-0.7	-0.6	-1.1
9	CS(=O)(=O)c1ccc(Cl)c(NC(=O)CSC(=S)N2CCCC2)c1	-2	-0.1	-2	-1	-9	5	-5	0.6	-0.7	-0.2	0.0
10	Nn1c(SCC(=O)Nc2ccc(OCc3ccccc3)cc2)nnc1-c1cc(-c2ccc(Cl)cc2)n[nH]1	-6	1.1	-4	0	-1	0	-1	·	-0.8	-1.7	1.4
11	O=C1C(=Cc2cccc(Cl)c2)Cc2ccccc21	-4	1.1	-5	3	1	-5	-4	·	-0.3	-0.8	2.2
12	O=C1OCCN1C(=O)[C@H]1[C@H](c2ccc([N+](=O)[O-])cc2)C(c2cccc(Cl)c2)=NN1c1ccc(Br)cc1	-4	1.0	4	-11	-11	-6	6	0.1	-1.0	-2.2	1.0
13	O=C(CCC(=O)N1CCOCC1)c1ccc(F)cc1	-2	3.2	-2	1	-37	1	-8	1.1	-0.7	1.0	2.9
14	O=C(NCCCCc1ccccc1)C1CC(c2ccccc2[N+](=O)[O-])=NO1 (stereo unspecified)	-1	1.1	-6	2	0	-6	1	2.0	-1.2	-0.4	-0.5
15	COc1ccc(CNC(=O)CN(c2ccccc2)S(=O)(=O)N(C)C)cc1	-2	-1.5	-3	5	0	-1	3	0.0	-1.2	1.1	-2.2
16	CCN(CC(=O)NCc1ccc(Cl)cc1)C(=O)CSc1ccc(Br)cc1	0	-1.6	-1	-2	-5	-2	5	-0.3	-1.2	-2.1	0.9
17	COc1ccccc1NC(=O)CN1CCC(C(=O)c2ccc(F)cc2)CC1	-1	-1.4	5	2	-2	-2	4	0.0	-1.0	0.2	0.0
18	COCCNc1nc(NCc2ccc(NC(C)=O)cc2)c2sccc2n1	-6	-0.9	-2	-1	1	-5	-7	·	-1.1	-0.4	0.8
19	Cc1cc(C(=O)COC(=O)CN(C)S(=O)(=O)c2ccc(Cl)cc2)c(C)n1Cc1cccs1	5	1.6	2	1	-1	1	2	-1.1	-1.1	1.0	1.0
20	Cc1ccccc1OCc1nnc(SC(C)C(=O)O)n1-c1ccccc1 (stereo unspecified)	-5	-1.9	-6	4	-1	4	-1	2.5	-1.4	-0.4	2.5
21	COc1ccc(OC)c(C(c2nnnn2CC2CCCO2)N2CCN(C)CC2)c1 (stereo unspecified)	0	0.7	-2	7	5	-2	1	-1.2	-1.4	-0.4	-0.3
22	O=c1cc(CO)oc(CN2CCN(CCO)CC2)c1O	-5	-0.5	-2	-1	-5	2	-2	0.8	-0.6	0.5	2.5
23	CC(CCN1CCN=C1N(C)C)c1ccccc1 (stereo unspecified)	1	-1.1	-4	4	2	-6	3	0.0	-1.3	0.1	-1.0
24	CC(C)CNC(=O)CC(=O)N/N=C/c1cccs1	-2	-2.2	-2	2	4	3	-1	-0.3	-0.7	-0.2	2.2
25	COc1ccc(C(=O)N/C(=C\c2cn(S(=O)(=O)N(C)C)c3ccccc23)C(=O)N2CCN(C)CC2)cc1	-2	2.8	0	-4	-16	-3	-4	0.9	-1.1	-2.1	-0.7
26	CC[C@@]1(C(=O)OC)N[C@H](CN(C)S(=O)(=O)c2ccc(C(C)(C)C)cc2)[C@@H]2C(=O)N(Cc3ccccc3)C(=O)[C@@H]21	-2	0.2	5	-1	0	-2	-3	0.2	-1.3	-0.5	2.1
27	O=C(NCCCN1CCN(c2ccc(F)cc2)CC1)Nc1ccccc1	-4	-2.0	1	2	1	-1	1	·	-1.4	2.3	-3.5
28	CC[C@H](C)C(C(=O)N1CCN(C(=O)OC(C)(C)C)CC1)n1cc(C(CO)NC(=O)OC(C)(C)C)nn1 (stereo partly specified)	1	-0.8	-4	1	4	2	-2	0.2	-1.5	-0.2	0.8
29	Cc1ccc(-c2ccccc2)n1-c1cccc(C(=O)O)c1	8	0.9	-1	-18	-40	-6	-11	-0.5	-0.9	1.0	9.2
30	CC(C)NC(=O)c1ccc(Sc2ccccc2)c([N+](=O)[O-])c1	2	-1.2	5	5	3	1	0	-0.9	-1.6	-0.5	-1.8
31	C(=C\c1nnc(-c2cccs2)o1)/c1ccccc1	7	4.0	-1	-98	-98	-6	-57	2.7	-0.2	3.7*	18*
32	O=c1ccn(Cc2ccccc2Cl)cc1	2	-0.1	6	3	-1	2	0	-0.5	-0.9	0.1	-0.1
33	COc1ccccc1CNC(=O)C(=O)NCC1OCCN1S(=O)(=O)c1ccc2c(c1)OCCO2 (stereo unspecified)	-4	0.6	0	1	2	1	5	-0.1	-1.3	-0.6	-1.8
34	COc1ccc(Cc2c(-c3ccc(OC)c(OC)c3)nc3c(C)cc(Br)cn23)c(C)c1	-2	-2.4	-1	-112	-144	4	-6	·	-1.8	-1.9	-3.8
35	CN(CC(=O)NCc1ccccn1)S(=O)(=O)c1ccccc1	-1	-1.7	-7	4	6	0	1	1.2	-0.6	-0.5	-2.7
36	COCc1c(C(=O)N/N=C(/C)c2ccc(OCc3ccccc3)cc2)nnn1-c1nonc1N	1	8.5*	-8	0	-5	0	-9	0.0	-0.4	1.2	14*
37	CC(C)(C)n1nnnc1C(c1cccc(C#N)c1)N1CCCCCC1 (stereo unspecified)	5	-2.2	0	0	2	-4	-1	-0.3	-1.4	-0.4	1.5
38	COCCN(C(=O)CSc1nnc(-c2cccc(C)c2)n1C)c1c(N)n(Cc2ccccc2)c(=O)[nH]c1=O	-1	-2.0	-5	8	-5	2	-9	0.2	-0.6	0.7	-3.3
39	CC1(C(=O)NC2CCCC2)CCC(=O)N1CCCn1ccnc1 (stereo unspecified)	-2	-1.6	7	1	1	1	-5	·	-1.0	-0.9	4.8
40	CCCCOCCCNC(=O)C[C@@H]1C(=O)N2CCCC3=C2[C@@]1(C(=O)OC)CCCC3	-3	-0.8	2	-2	2	-4	-1	·	-0.8	-0.1	-0.9
41	CCc1nc2c(OCc3ccc(Cl)cc3)cccn2c1N(C)C(=O)c1ccco1	-2	-1.6	0	0	-2	0	-6	·	-2.0	-1.4	-2.6
42	O=C(O)CN1C(=O)C(=O)N(Cc2cccc(F)c2)C1=O	1	-1.6	4	0	-6	3	-4	-0.7	-1.0	-0.2	1.0
43	Cc1ccc(NC(=O)CNC(=O)c2cccs2)nc1	1	-1.1	2	-2	-3	1	-2	-0.5	-1.2	0.5	0.3
44	CC(=O)C1(C(=O)NCc2ccccc2)CC(c2ccccn2)=NO1 (stereo unspecified)	-5	0.0	1	-2	-2	4	-6	·	-0.5	-0.2	0.7
45	O=[N+]([O-])c1cccc(-c2nc(-c3cccs3)c(-c3cccs3)[nH]2)c1	-3	-3.3	29*	-18	-23	-3	-2	-0.3	-0.9	-2.0	-2.8

# An excerpt from above in order of number of heavy atoms, largest number first.
entry	Structure	SMARCA2 act	hcDAF-12 act	NR1D1 modulator	PLC-gamma1 inh	PLCb3 inh	MBD2 DNA inh	ADAM17 inh	DAX1 inh-1	ssDAF-12 act	DAX1 inh-2	hgDAF12 agonist
10	Nn1c(SCC(=O)Nc2ccc(OCc3ccccc3)cc2)nnc1-c1cc(-c2ccc(Cl)cc2)n[nH]1	-6	1.1	-4	0	-1	0	-1	·	-0.8	-1.7	1.4
21	COc1ccc(OC)c(C(c2nnnn2CC2CCCO2)N2CCN(C)CC2)c1 (stereo unspecified)	0	0.7	-2	7	5	-2	1	-1.2	-1.4	-0.4	-0.3
17	COc1ccccc1NC(=O)CN1CCC(C(=O)c2ccc(F)cc2)CC1	-1	-1.4	5	2	-2	-2	4	0.0	-1.0	0.2	0.0
37	CC(C)(C)n1nnnc1C(c1cccc(C#N)c1)N1CCCCCC1 (stereo unspecified)	5	-2.2	0	0	2	-4	-1	-0.3	-1.4	-0.4	1.5
44	CC(=O)C1(C(=O)NCc2ccccc2)CC(c2ccccn2)=NO1 (stereo unspecified)	-5	0.0	1	-2	-2	4	-6	·	-0.5	-0.2	0.7
9	CS(=O)(=O)c1ccc(Cl)c(NC(=O)CSC(=S)N2CCCC2)c1	-2	-0.1	-2	-1	-9	5	-5	0.6	-0.7	-0.2	0.0
29	Cc1ccc(-c2ccccc2)n1-c1cccc(C(=O)O)c1	8	0.9	-1	-18	-40	-6	-11	-0.5	-0.9	1.0	9.2
42	O=C(O)CN1C(=O)C(=O)N(Cc2cccc(F)c2)C1=O	1	-1.6	4	0	-6	3	-4	-0.7	-1.0	-0.2	1.0
31	C(=C\c1nnc(-c2cccs2)o1)/c1ccccc1	7	4.0	-1	-98	-98	-6	-57	2.7	-0.2	3.7*	18*

# Other results:
entry	Structure	SMARCA2 act	hcDAF-12 act	NR1D1 modulator	PLC-gamma1 inh	PLCb3 inh	MBD2 DNA inh	ADAM17 inh	DAX1 inh-1	ssDAF-12 act	DAX1 inh-2	hgDAF12 agonist
46	Cc1ccc(NC(=O)COc2ccc3oc4c(c3c2)CCCC4)nc1	1	-1.7	-3	3	1	6	-3	-0.7	-1.2	-1.0	1.1
47	Cc1ccc(SCC(=O)NNC(=O)CNC(=O)c2ccc(Br)cc2)cc1	-8	-0.9	1	1	2	-6	-5	-0.3	-0.8	0.2	-2.1
48	COC(=O)CNC(=O)C1CCCN1C(=O)CNC(=O)OCc1ccccc1 (stereo unspecified)	3	0.8	1	1	0	-1	0	2.8	-1.0	0.1	1.0
49	CC(C)(C)C(=O)NC(=S)Nc1ccc(Cc2ccncc2)cc1	-2	-1.6	0	4	-9	0	-3	-1.5	-1.7	-1.2	-3.1
50	COC(=O)CNc1nc(Cl)nc(N2CCC(C)CC2)n1	-4	-0.4	-3	1	-6	2	-4	0.3	-1.7	0.4	-0.5

# Source: PubChem

# Hits appear at their usual frequency. About 7.4% of those tested had a hit in this group.
